NPSR antagonist = blocks cAMP signaling of the human neuropeptide S receptor | Q6W5P4 | CHO-NPSR cells, cAMP TR-FRET, antagonist mode | Potency, µM (doses to about 38.3 µM), for inactives: top-dose activity change, negative = inhibition, hits mostly inhibitors | 1% of 220,000 active | AID 1461; note: potency is the fitted concentration of half-maximal effect; % is set by controls: 0 for no effect and ±100 for the full control effect; nearly all actives have a fitted effect of over 50% in size; many of its hits are not listed in these tables
Target sequence (Q6W5P4 whole entry, looked up): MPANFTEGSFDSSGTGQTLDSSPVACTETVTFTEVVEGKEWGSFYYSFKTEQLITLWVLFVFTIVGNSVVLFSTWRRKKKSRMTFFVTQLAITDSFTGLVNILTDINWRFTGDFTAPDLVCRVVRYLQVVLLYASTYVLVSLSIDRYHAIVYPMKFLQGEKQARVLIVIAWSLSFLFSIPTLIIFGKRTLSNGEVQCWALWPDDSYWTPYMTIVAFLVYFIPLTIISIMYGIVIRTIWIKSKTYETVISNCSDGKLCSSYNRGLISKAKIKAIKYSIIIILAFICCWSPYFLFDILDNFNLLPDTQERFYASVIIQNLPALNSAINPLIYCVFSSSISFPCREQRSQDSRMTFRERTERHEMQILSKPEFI
Epigenetic reg = regulators of epigenetic silencing causing reporter derepression in mouse cells. 0.2% of 280,000 active. murine LDR cells, GFP reporter derepression, 30 h. Potency, µM (top dose mostly 53.9 µM), for inactives: top-dose GFP activation, hits mostly activators. AID 1865; note: potency is the fitted concentration of half-maximal effect; % of control where 0% means no effect; nearly all actives have a fitted effect of over 60% in size
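Readout is the number of GFP-expressing murine LDR cells, counted by cytometry following washing. Cells were treated with compound for 30 h at 37 C; the stably integrated CMV-GFP locus is normally silent.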
IMPase Li cell = IMPase inhibition in cells with lithium potentiation; CHO-M1 cells, IP1 TR-FRET (IP-One), carbachol + lithium; Potency, µM (titrated, usually from 59.4 µM), without a hit: top-dose activity, negative = IMPase inhibition, usual class: inhibitors; 0.35% of 210,000 active;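 note: IP1 builds up when IMPase is blocked and the TR-FRET signal falls; potency is the fitted concentration of half-maximal effect; plate controls were basal vehicle for no effect and high inhibitor control for full effect; nearly all actives have a fitted effect of over 50% in size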
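CHO cells stably expressing M1 receptor (2000/well) were cultured 16–30 h, then exposed to compounds with a small lithium addition for 30 min at 37C. IP1 was measured by TR-FRET competition; AC50 from Hill fits.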
Lamin A splicing = changes lamin A minigene splicing in HeLa cells; 0.01% of 200,000 active; Potency, µM (highest dose often 46.1 µM), for inactives: at the top dose ratio change, negative = inhibition, actives largely listed as inhibitors; AID 1487; HeLa LMNA splicing GFP/RFP minigene ratio, 48 h; active = well fitted inhibition curve with a large enough effect in the signal ratio, with a control signal flat, not every such curve was filed as active; inconclusive = small, poorly fitted or top-dose-only effect, or effect the other way, or a change in a side signal; the % refers to the signal ratio; note: potency is the fitted concentration of half-maximal effect; % is set by controls: 0 for no effect and ±100 for the full control effect
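S3 HeLa stable clones carrying a lamin A-EGFP splicing minigene plus DsRed2 were seeded at 600 cells/well in Opti-MEM with 2% FBS, pin-dosed and incubated 48 h at 37°C. Acumen cytometry (488 nm) gave the GFP/RFP total-intensity ratio.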
Luc counter = counter-screen: inhibitors of Kinase-Glo firefly luciferase. Potency, µM (doses to about 38.3 µM), without a hit: at the highest dose activity change, negative = inhibition, usual class: inhibitors. 0.28% of 200,000 active. AID 1379. Q27757. Kinase-Glo luciferase, ATP luminescence, 8 min; note: potency is the fitted concentration of half-maximal effect; % is set by controls: 0 for no effect and ±100 for the full control effect; nearly all actives have a fitted effect of over 60% in size
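Inhibition of Kinase-Glo luciferase light generation was assessed at 10 uM ATP in pH 7.2 imidazole buffer, with luminescence measured after eight minutes at ambient temperature.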
HTT aggregate = inhibitors of mutant huntingtin aggregate formation in PC12 cells | 1.1% of 220,000 active | Potency, µM (series often up to 46.1 µM), for inactives: top-dose activity change, negative = inhibition, hits mostly inhibitors | PC12 HttQ103-GFP aggregates, Acumen cytometry, 40 h; note: potency is the fitted concentration of half-maximal effect; % is set by controls: 0 for no effect and ±100 for the full control effect; nearly all actives have a fitted effect of over 60% in size
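Ecdysone-promoter PC12 model expressing HTT exon 1 Q103 fused to GFP, induced by tebufenozide at 100 nM final. Compounds titrated; aggregates sized 1–25 µm scored on a 488 nm laser cytometer.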
CBFb RUNX1 block = inhibitors of human CBF-beta and RUNX1 interaction; Q01196+Q13951; AlphaScreen CBFb-His/RUNX1-biotin binding, biochemical; Potency, µM (doses to about 59.8 µM), without a hit: at the top dose activity, negative = inhibition, actives largely listed as inhibitors; 230,000 tested, under 10 active; AID 1477; note: % of control where 0% means no effect
Target sequence (Q01196 whole entry, looked up): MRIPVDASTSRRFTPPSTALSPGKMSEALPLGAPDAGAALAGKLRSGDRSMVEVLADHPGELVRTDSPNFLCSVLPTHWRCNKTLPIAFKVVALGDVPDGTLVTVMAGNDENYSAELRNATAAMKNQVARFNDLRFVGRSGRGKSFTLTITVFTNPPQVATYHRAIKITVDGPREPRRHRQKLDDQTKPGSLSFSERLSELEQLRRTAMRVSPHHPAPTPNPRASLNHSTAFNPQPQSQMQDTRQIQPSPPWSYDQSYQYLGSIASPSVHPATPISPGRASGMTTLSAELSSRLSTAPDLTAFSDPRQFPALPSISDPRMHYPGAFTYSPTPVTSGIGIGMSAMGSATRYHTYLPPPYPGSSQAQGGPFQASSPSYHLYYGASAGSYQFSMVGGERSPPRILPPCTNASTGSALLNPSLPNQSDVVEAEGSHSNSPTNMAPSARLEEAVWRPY
Target sequence (Q13951 whole entry, looked up): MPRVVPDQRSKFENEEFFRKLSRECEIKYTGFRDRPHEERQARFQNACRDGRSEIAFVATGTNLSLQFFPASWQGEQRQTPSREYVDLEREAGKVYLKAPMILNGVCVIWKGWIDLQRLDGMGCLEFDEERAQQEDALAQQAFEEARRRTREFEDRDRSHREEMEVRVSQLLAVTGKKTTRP
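Room-temperature protein-protein interaction test with 30 nM each of His-tagged CBF-beta and biotinylated RUNX1, 15 min with compound, then 90 min with nickel plus streptavidin beads. Signal read in AlphaScreen mode.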
An asterisk follows results filed as active; ? = inconclusive; / = no result given; & = joins results of further samples; [ ] = remark or other dose. Unless noted, calls come from the whole dose curve; as a rule, active = well fitted curve in the direction sought with a large enough effect; inconclusive = small, poorly fitted or top-dose-only effect, or another doubt; inactive = no such curve, though single readings can be large; an effect the other way counts as inactive or inconclusive.

#	Molecule	NPSR antagonist	Epigenetic reg	IMPase Li cell	Lamin A splicing	Luc counter	HTT aggregate	CBFb RUNX1 block
1	Cc1cccc(NC(=O)CSc2nnc(-c3n[nH]c4ccccc34)o2)c1	-5%	-0.1%	5%	-10%	3%	-12%	0%
2	CCOC(=O)C1=C(c2ccccc2)NC(=O)NC1c1ccc(O)c(OCC)c1 (stereo not drawn)	11%	1.8%	2%	-10%[46 µM]	-1%	22%	2%
3	COc1ccc2c(c1OC)C(=O)OC2Nc1nc(-c2ccccc2)cs1 (stereo not drawn)	?	-0.9%	-10%	?	3%	-3%[9.22 µM]	10%
4	CCCc1[nH]nc2c1C(c1ccc(O)c(OC)c1)C(C#N)=C(N)O2 (stereo not drawn)	12%[46.1 µM]	-0.3%	2%[38.3 µM]	21%	-4%	21%	1%
5	COc1ccc(C2CC(c3c(Cl)cccc3Cl)n3nc(N)nc3N2)cc1 (stereo not drawn)	-5%[46.1 µM]	0.8%	-3%[38.3 µM]	-6%	-2%	7%	5%
6	Cc1cccc(N(CC(=O)Nc2cccnc2)S(C)(=O)=O)c1	5%	-1.1%	/	/	/	-2%[9.22 µM]	14%
7	Cc1cccc(-c2nsc(SCC(=O)Nc3nccs3)n2)c1	-4%[46.1 µM]	-0.7%	-9%[38.3 µM]	11%	-2%	-2%	5%
8	CC1CCN(C(=O)CNS(=O)(=O)c2ccc(Br)s2)CC1	2%[46.1 µM]	0.7%	44%[38.3 µM]	2%	4%	-7%	4%
9	O=C1CS/C(=N/N=C/c2ccccc2)N1Cc1ccco1	3%	-2.6%	/	/	/	23%[9.22 µM]	1%
10	COC(=O)CNc1c(-c2ccccc2)nc2ccc(Br)cn12	-10%[46.1 µM]	1.0%	3%[38.3 µM]	5%	-8%	19%	1%
11	Cc1cccc(C)c1Nc1c(-c2ccccn2)nc2ccccn12	?	-2.7%	19%	5%[46 µM]	-1%	?	?
12	CCC(C)NC(=O)CSC1=Nc2ccccc2C2=NC(CCC(=O)NCc3ccco3)C(=O)N12 (stereo not drawn)	-4%[46.1 µM]	0.0%	0%[38.3 µM]	2%	-2%	-4%	2%
13	COc1ccccc1-c1cc(C(=O)Nc2cc(C)nn2-c2ccccc2)no1	-11%[46.1 µM]	-9.5%	18%[38.3 µM]	?	-1%	-16%	0%
14	COc1ccccc1N1CCN(C(=O)C(NS(=O)(=O)c2cccs2)c2ccccc2)CC1 (stereo not drawn)	-26%[46.1 µM]	0.0%	-4%[38.3 µM]	8%	-3%	3%	-5%
15	CCOC(=O)C1=C(C)OC(N)=C(C#N)C1c1cc2cc(C)ccc2nc1N1CCCCC1 (stereo not drawn)	-8%[46.1 µM]	0.0%	-17%	?	1%	32%	-4%
16	CCCCCCn1c(SCC(=O)c2ccccc2)nc2c1c(=O)[nH]c(=O)n2C	?	0.0%	19%[38.3 µM]	0%	-2%	-8%	0%
17	CCOC(=O)CCNC(C)C1COc2ccccc2O1 (stereo not drawn)	-9%[46.1 µM]	-9.8%	-2%[38.3 µM]	-12%	-4%	6%[9.22 µM]	1%
18	COc1ccc(/C=N/Nc2nc3ccccc3c(=O)[nH]2)cc1	-6%[46.1 µM]	1.0%	4%[38.3 µM]	6%	-14%	22%	3%
19	Nc1oc2ccccc2c(=O)c1C=O	13%	1.1%	-4%	-4%	-3%	-12%	8%
20	O=C(O)CCc1nc2ccccc2n(CCc2ccccc2)c1=O	-21%[46.1 µM]	4.1%	-7%[38.3 µM]	6%	-3%	-8%	1%
21	CCc1ccc(NC(=O)C(=O)N/N=C(\C)CC(=O)NCCOC)cc1	16%	-2.2%	-5%	7%[46 µM]	-1%	-32%	0%
22	CCCCC(=O)N1C/C=C\C(c2ccc(OC)cc2)N(Cc2ccc(F)cc2)C(=O)[C@H]1Cc1ccccc1 (stereo partly drawn)	-56%	-2.0%	/	/	/	-7%[9.22 µM]	16%
23	Fc1ccc(-c2cnn3c(-c4cccs4)ccnc23)cc1	-16%	?	-2%	-1%[46 µM]	-11%	-8%	-7%
24	O=C(CN1CCOCC1)Nc1cccc(C(=O)Nc2cccc(C(F)(F)F)c2)c1	-6%[46.1 µM]	0.0%	8%	?	-4%	-16%	20%
25	O=C(CSc1nc2ccccc2c(=O)[nH]1)Nc1ccccc1N1CCOCC1	12%	0.3%	8%	-1%[46 µM]	-3%	0%[9.22 µM]	1%
26	Cc1cc(C)cc(NC(=S)NCCCO)c1	7%	1.1%	3%	7%	-1%	1%	21%
27	COc1ccccc1Nc1nc2ccccc2n2cnnc12	0%	1.1%	/	/	/	-10%[9.22 µM]	4%
28	CCCOc1ccc(N2C(=O)CC(N3CCN(c4ccccc4OC)CC3)C2=O)cc1 (stereo not drawn)	-11%[46.1 µM]	-0.2%	8%[38.3 µM]	4%	-3%	14%	3%
29	CC1(OC(=O)c2ccco2)C(=O)C=C2C=C(c3ccc(C#N)cc3)OC=C2C1=O (stereo not drawn)	/	1.1%	10%	/	-2%	/	-12%
30	COc1ccc(Cc2noc(CN(C)CCc3ccccc3)n2)cc1OC	5%	3.3%	/	/	/	18%[9.22 µM]	22%
31	CCC1Oc2ccccc2N(CC(=O)NCCN2CCc3ccccc3C2)C1=O (stereo not drawn)	-12%[46.1 µM]	-1.0%	/	1%	/	13%	2%
32	Cc1cc2oc(=O)cc(-c3ccccc3)c2c(C)c1-c1cccc(N)c1	/	2.2%	12%	/	3%[39.9 µM]	/	?
33	COc1ccc(NC(=O)CSc2nnnn2Cc2ccccc2)cc1	3%	4.1%	2%	/	-9%	-26%[9.22 µM]	4%
34	O=C(CN1CCSC1=NCc1ccccc1)c1ccc(Cl)cc1	-20%[46.1 µM]	1.1%	27%	?	-4%	27%	-2%
35	CC1=C(C#N)C(NC(=O)c2cccc(Cl)c2)(C(F)(F)F)C(=O)N1 (stereo not drawn)	10%	-1.1%&1.0%	3%	-11%	2%	?	-21%
36	O=C(C[n+]1cccc(CNC(=O)c2ccc(OC(F)F)cc2)c1)Nc1ccc(F)cc1	11%	0.5%	2%	-3%	-1%	2%	6%
37	COc1ccc(C(=O)Nc2nc(N3C(=O)c4ccccc4C3=O)n(-c3ccccc3)n2)cc1	-8%[46.1 µM]	1.7%	5%[38.3 µM]	12%	-4%	-8%	-13%
38	O=C1CCCc2sccc2N1	-1%[46.1 µM]	-1.0%	11%[38.3 µM]	7%	-3%	17%	3%
39	Cn1c(CCNC(=O)c2ccccc2F)nnc1SCC(=O)Nc1ccccc1F	-1%	2.6%	5%	16%[46 µM]	-3%	18%[9.22 µM]	2%
40	CCn1cc([N+](=O)[O-])c(C(=O)Nc2ccn(C34CC5CC(CC(C5)C3)C4)n2)n1	-4%	-2.0%	16%	7%	-1%	-6%	6%
41	O=C(CSc1nccn1-c1ccccc1)NCc1ccc(F)cc1	9%	-4.8%	4%	?	-3%	1%	0%
42	O=C(NC(=S)Nc1ccc(CN2CCOCC2)cc1)c1ccc2c(c1)OCCO2	-2%	0.9%	/	/	/	15%[9.22 µM]	-10%
43	CCNc1nc(SC)nc(N(C#N)CC(=O)OC)n1	-4%[46.1 µM]	0.1%	33%[activator][38.3 µM]	-11%	-3%	15%	-7%
44	COc1ccc(-c2noc(-c3ccc(Br)o3)n2)cc1	19%	3.5%	/	/	/	-3%[9.22 µM]	9%
45	COc1ccccc1NS(=O)(=O)c1cc([N+](=O)[O-])ccc1N/N=C/c1c[nH]c2ccccc12	-16%[46.1 µM]	?	22%[38.3 µM]	-11%	-6%	-29%	-6%

Taken from above.
For CBFb RUNX1 block, #9 reads 1%
For IMPase Li cell, #32 reads 12%

Other structures.
#	Molecule	NPSR antagonist	Epigenetic reg	IMPase Li cell	Lamin A splicing	Luc counter	HTT aggregate	CBFb RUNX1 block
46	C/C(=N\NC(=O)CNc1cccc(C(F)(F)F)c1)c1cccs1	-25%	-5.1%	-4%	-13%[46 µM]	6%	-8%	-7%
47	O=C(O)C=Cc1ccc(Cn2ccnc2)cc1	/	0.3%	3%	/	1%	/	2%[21.7 µM]
48	Cc1cc(/C=C2/C(=O)NN(c3ccccc3)C2=O)c(C)n1-c1cccc(O)c1	-34%	0.0%	14%	-2%	-21%	27%	10%
49	CCOC(=O)Cn1cc(/C=N/NC(=O)c2ccc(C#N)cc2F)c2ccccc21	?	0.0%	13%[38.3 µM]	-6%	-2%	2%	-2%
50	O=C(Nc1ccc(Cl)cc1)NC1CCCCNC1=O (stereo not drawn)	-12%	0.1%	/	/	/	16%[9.22 µM]	4%
51	CN(C)S(=O)(=O)c1ccc(C(=O)NCc2ccccn2)cc1	-26%	-8.3%	-4%	/	2%	8%	-5%
52	CN(C(=O)COC(=O)c1ccc(Cl)c(N)c1)c1ccccc1	-12%	-0.1%	2%	-14%[46 µM]	2%	21%	-1%
53	CC(C)COC(=O)c1ccc(NC(=O)C2C3CCC(C3)C2C(=O)O)cc1 (stereo not drawn)	-6%[46.1 µM]	-1.7%	-4%[38.3 µM]	10%	-3%	?	2%
54	CCN(CC)c1ccc(C(=S)NC2CCCCC2)cc1	-45%	0.0%	11%	/	-2%	?	-1%
55	Cc1c(OCC(=O)OC(C)(C)C)ccc2c3c(c(=O)oc12)CCC3	-16%[46.1 µM]	0.0%	16%[38.3 µM]	2%	-5%	-12%	1%
56	Clc1ccc2ncnc(NCc3ccc4c(c3)OCO4)c2c1	/	1.1%&-4.5%	-9%&18%	/	-1%[39.9 µM]	/	5%&6%&9%
57	Cc1cc(C)nc(NS(=O)(=O)c2ccc(NC(=O)Nc3ccccc3)cc2)n1	-5%	0.0%	-2%	?	0%	6%	2%
58	CN=C1S/C(=C\c2ccc(N3CCCC3)c(F)c2)C(=O)N1C	-12%	13%	18%	/	1%	22%	16%
59	Cc1sc2ncnc(SCC(=O)NC(=O)NCc3ccco3)c2c1C	-26%[46.1 µM]	0.0%	8%[38.3 µM]	?	-3%	-19%	-27%
60	Cc1ccc(C(=O)Nc2ccc(N3CCCC3)cc2)cc1	-15%	0.7%	8%	?	-7%	-3%	-8%
61	CCC(C)(C(=O)NC1CCCCC1)N(C(=O)CNC(C)=O)c1c(C)n(C)n(-c2ccccc2)c1=O (stereo not drawn)	-3%[46.1 µM]	2.2%	25%[38.3 µM]	4%	5%	21%	23%

Only Epigenetic reg, Lamin A splicing and CBFb RUNX1 block (2 entries from above):
No. | molecule | Epigenetic reg | Lamin A splicing | CBFb RUNX1 block
44 | COc1ccc(-c2noc(-c3ccc(Br)o3)n2)cc1 | 3.5% | / | 9%
45 | COc1ccccc1NS(=O)(=O)c1cc([N+](=O)[O-])ccc1N/N=C/c1c[nH]c2ccccc12 | ? | -11% | -6%

Not all compounds are listed. The share of hits here may be higher or lower than overall.
